# Screens: PubChem BioAssay, Broad Institute
# PGC1a acetyl inh – lowers PGC1a acetylation signal in U2OS cells | AlphaScreen anti-acetyl-lysine; with virally co-expressed GCN5 acetyltransferase | inhibition, % at 15.6 µM | AID 651687 | 350,000 compounds, 0.17% hits;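 active means every replicate shows inhibition of at least 40%; inconclusive means mean inhibition at least 40% but some replicate below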;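 further: 0% = neutral control wells and 100% = positive control wells; some results beyond the cut were filed as inactive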
# miR-122 sensor – inhibitors of miR-122 in Huh7 cells. Huh7 miR-122 Renilla luciferase sensor, 48 h; neutral wells = 0, positive control = 100. activation (reporter increase), % at 12.5 µM. 340,000 compounds, 0.3% hits;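 active means mean replicate activation score at least 90 and every replicate individually at or above 90; inconclusive means only one of the two criteria met; inactive means neither criterion met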;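 further: higher luciferase means less miR-122 activity so hits act as miR-122 inhibitors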
# PglD inh – inhibitors of Campylobacter jejuni PglD acetyltransferase; 360,000 compounds, 0.098% hits; inhibition, % at 12.5 µM; purified PglD enzyme, DTNB colorimetric CoA detection; in the data active means inhibition above about 16%, passing the limit was not always enough; inconclusive means no clear call, values can overlap the other calls; further: strong numbers were not always called active
# RAD52 inh – RAD52 (human) annealing inhibition; P43351; recombinant RAD52 DNA annealing, FRET fluorescence; inhibition, % at 18.7 µM; 360,000 compounds, 0.46% hits; AID 651710;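 active means every replicate showing at least 50% inhibition; inconclusive means mean inhibition at least 50% but not in every replicate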
# Target sequence (P43351 whole entry, looked up): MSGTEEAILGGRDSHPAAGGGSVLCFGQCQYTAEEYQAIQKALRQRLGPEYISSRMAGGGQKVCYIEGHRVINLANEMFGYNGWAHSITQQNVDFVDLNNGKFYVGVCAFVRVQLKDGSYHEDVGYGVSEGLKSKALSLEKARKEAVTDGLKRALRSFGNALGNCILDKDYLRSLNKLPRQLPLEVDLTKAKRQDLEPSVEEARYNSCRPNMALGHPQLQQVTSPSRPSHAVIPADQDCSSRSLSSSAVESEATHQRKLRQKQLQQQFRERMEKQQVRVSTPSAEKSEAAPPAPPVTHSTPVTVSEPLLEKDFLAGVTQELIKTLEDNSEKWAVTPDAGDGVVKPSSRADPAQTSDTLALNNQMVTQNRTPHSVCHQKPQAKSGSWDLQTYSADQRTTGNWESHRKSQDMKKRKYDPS
# RAD54 inh – inhibitors of human RAD54 branch migration; Q92698; RAD54 Holliday junction branch migration, FAM/BHQ fluorescence; inhibition, % at 10.4 µM; 360,000 compounds, 0.14% hits;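 active means mean normalized replicate activity at least 40 and at least half of replicates scoring 40 or more; inconclusive means only one of the two criteria met; inactive means mean below 40 and under half of replicates reaching 40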;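 further: 0% = median of neutral control wells and 100% = median of positive control wells; inhibitors cause a drop in the FAM fluorescence signal; in these data hits start at about 50%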
# E-selectin induc – E-selectin induction on HUVECs | P16581 | HUVEC E-selectin immunofluorescence imaging; normalized: neutral wells 0, TNF-alpha wells 100 | activation, % at 7.58 µM | 260,000 compounds, 0.37% hits | AID 686992;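 active means mean E-selectin-positive cell signal at least 10% of the positive control, reached in at least 60% of replicates, without over 20% cell loss; inconclusive means no rule given, readout overlaps actives, possibly toxicity-flagged; inactive means the rest, including those meeting only one limit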;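 further: in these data hits start at about 27%; measured in HUVEC primary endothelial cells; signal is the percent of cells scored E-selectin positive by PE staining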
# Target sequence (P16581 whole entry, looked up): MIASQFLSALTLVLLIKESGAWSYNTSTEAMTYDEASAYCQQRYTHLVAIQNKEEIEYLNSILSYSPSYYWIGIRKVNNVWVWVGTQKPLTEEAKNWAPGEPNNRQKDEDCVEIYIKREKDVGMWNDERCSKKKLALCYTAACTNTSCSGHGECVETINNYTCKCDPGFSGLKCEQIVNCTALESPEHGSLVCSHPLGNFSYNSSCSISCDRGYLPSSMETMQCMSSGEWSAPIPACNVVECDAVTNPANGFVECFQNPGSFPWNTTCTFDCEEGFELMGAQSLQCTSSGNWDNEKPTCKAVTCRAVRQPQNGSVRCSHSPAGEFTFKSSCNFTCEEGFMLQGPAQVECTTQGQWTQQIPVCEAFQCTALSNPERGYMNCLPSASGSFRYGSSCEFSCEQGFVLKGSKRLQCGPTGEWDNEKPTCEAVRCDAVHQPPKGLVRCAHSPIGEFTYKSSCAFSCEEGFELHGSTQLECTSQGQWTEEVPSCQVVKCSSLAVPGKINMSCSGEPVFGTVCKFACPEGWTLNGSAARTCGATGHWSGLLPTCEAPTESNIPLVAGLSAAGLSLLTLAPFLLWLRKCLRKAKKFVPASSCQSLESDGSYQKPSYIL
#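 Test system – human umbilical vein endothelial cells (HUVEC), E-selectin induction · Input – 3,000 HUVEC seeded per well · Buffer or medium – EGM-2, gelatin · Compound dosing – single-point compound dose · Detection – immunofluorescence imaging · Measure – percent E-selectin-positive cells · Controls – TNF-alpha high, DMSO low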
# ERAP1 inh – ERAP1 (human) enzyme inhibition; 340,000 compounds, 0.15% hits; AID 652197; Q9NZ08; inhibition, % at 10.7 µM; recombinant ERAP1, Leu-AMC fluorescence, 60 min;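 active means mean replicate inhibition of at least 30%, or all replicates individually reaching that 30% level; inactive means mean below 30% and not every replicate reaching it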;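 further: 0% = neutral control wells and 100% = L-leucinethiol positive control wells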
# Cneo AK release – causes C. neoformans cell lysis. 360,000 compounds, 0.2% hits. AID 651654. lysis activity, % at 15 µM. adenylate kinase release luminescence, 4 h; normalised: neutral wells 0, clomiphene wells 100;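 active means mean lysis activity across replicates of at least 80%, whatever share of replicates individually reach that level; inactive means mean lysis activity below 80%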
#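 Test system: log-phase Cryptococcus neoformans yeast cells. Input: 5 × 10^6 yeast cells/mL. Medium: fresh YPD growth medium. Doses: single dose. Incubation: static 4 h at 37 °C with compound, 1 h detection. Measured by: luminescent adenylate kinase detection reagent. Read-out: signal increase indicating cell lysis. Benchmarks: Clomiphene.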
# * = called active by the depositor; ? = inconclusive; · = not tested or not shown; [ ] = another dose, or the depositor's remark.
SMILES,PGC1a acetyl inh,miR-122 sensor,PglD inh,RAD52 inh,RAD54 inh,E-selectin induc,ERAP1 inh,Cneo AK release
Cc1nc2ccc(NC(=O)N3CCSCC3)cc2s1,-14,-4,-4,·,2,·,·,-1
CC(=NCc1cccc(Cl)c1)c1nc(-c2ccco2)oc1O,-1,-5,1,·,-1,0.0,·,-1
CS(=O)(=O)N(CC(=O)N1CCc2ccccc2C1)Cc1ccc(Cl)cc1,-2,-1,-2,·,2,·,·,-6
CCN1CCN(/C=N/c2nc3c(s2)CCCC3)CC1,-5,-1,2,-11,3,·,3,-1
COc1cc(-c2n[nH]c(=S)n2-c2cccc(C(F)(F)F)c2)cc(OC)c1OC,1,-5,7,·,2,·,·,3
C[C@@H]1CN([C@@H](C)CO)C(=O)c2cccc(NC(=O)Nc3ccccc3)c2O[C@H]1CN(C)C,12,7[16.7 µM],0,5,5,0.0,1,-6
C[C@H]1CN([C@@H](C)CO)C(=O)Cc2cc(N(C)C)ccc2O[C@H]1CN(C)CC1CC1,6,2[16.7 µM],5,-1,-2,0.1,0,-3
COc1ccc(CCN(C)C(=O)CN2C(=O)c3ccccc3S2(=O)=O)cc1OC,-21,3,-8,·,-7,·,·,1
CCOC(=O)N1CCC(NC(=O)CS(=O)(=O)Cc2nc(-c3cccc(OC)c3)oc2C)CC1,-12,-16,-4,·,-7,·,·,-1
COc1c(NC(C)=O)c2c(c([N+](=O)[O-])c1OC)C(=O)OC2,5,0,-7,-4,2,-0.1,-1,1
CCOc1ccc(NC(=O)CN(C)C(=O)C2CC2C)cc1OCC (configuration not stated),·,-6,-1,-1,3,4.3,2,-4
CCn1nc(C)c(NC(=O)c2cc(Br)ccc2Cl)c1C,8,3,·,3,·,·,0,·
O=C(C[C@@H]1CC[C@H]2[C@@H](COC[C@@H](O)CN2Cc2nccs2)O1)NCc1ccc(-c2ccccc2)cc1,0,-9[16.7 µM],-3,3,-3,-0.1,0,0
c1ccc2c(c1)ncn2CCC1CCCCC1,-2,-18,4,·,-6,·,·,13
COc1cc(/C=N/NC(=O)c2cccnc2)cc(Br)c1O,·,-4,1,-3,1,0.3,4,0
COc1ccc2nc(C)cc(Nc3ccccc3OC)c2c1,·,-5,2,-12,4,0.0,0,4
CC=Cc1ccc2n(c1=O)C[C@@H]1[C@@H](CO)[C@H](C(=O)NCc3ccncc3)N(Cc3cncnc3)[C@H]21 (mixture of isomers),·,-5[16.7 µM],0,-8,5,-0.2,-1,-4
O=C(CCc1ccccc1)NNC(=O)Nc1ccc(Cl)cc1,·,·,4,-4,-1,·,-1,2
C[C@H](CO)N1C[C@H](C)[C@H](CN(C)S(=O)(=O)c2ccccc2)Oc2ccc(NC(=O)Nc3cccc4ccccc34)cc2C1=O,-4,-9[16.7 µM],-2,·,8,0.1,0,-3
Cn1c(CNC(=O)CNC(=O)Cc2ccc(F)cc2)cc(=O)n(C)c1=O,-1,-2,4,-14,5,0.0,-5,0

# An excerpt of these results, with values under each structure.
# Below each SMILES – PGC1a acetyl inh	miR-122 sensor	PglD inh	RAD52 inh	RAD54 inh	E-selectin induc	ERAP1 inh	Cneo AK release
CS(=O)(=O)N(CC(=O)N1CCc2ccccc2C1)Cc1ccc(Cl)cc1
 : -2	-1	-2	·	2	·	·	-6
Cn1c(CNC(=O)CNC(=O)Cc2ccc(F)cc2)cc(=O)n(C)c1=O
 : -1	-2	4	-14	5	0.0	-5	0
COc1cc(-c2n[nH]c(=S)n2-c2cccc(C(F)(F)F)c2)cc(OC)c1OC
 : 1	-5	7	·	2	·	·	3
C[C@@H]1CN([C@@H](C)CO)C(=O)c2cccc(NC(=O)Nc3ccccc3)c2O[C@H]1CN(C)C
 : 12	7[16.7 µM]	0	5	5	0.0	1	-6

# Further entries.
SMILES,PGC1a acetyl inh,miR-122 sensor,PglD inh,RAD52 inh,RAD54 inh,E-selectin induc,ERAP1 inh,Cneo AK release
COc1ccc(C(=O)NC(C(=O)NCc2ccccc2OC)C(C)C)cc1 (configuration not stated),9,6,·,0,·,1.3,1,·
COC(=O)C1(C)NCCc2c1[nH]c1ccccc21 (configuration not stated),4,5,-8,3,1,·,3,-3
COC(=O)C1=C(C)N(Cc2ccccc2)C(=NCCc2cccnc2)N[C@H]1c1ccccc1,0,1,-2,·,4,·,·,0
CCN(CC)c1c2c(c(C#N)c3nc4ccccc4n13)CCC2,·,3,5,·,-5,·,·,-1
CC[C@@]12C(=O)N(c3ccc(C)cc3)C(=O)N1[C@H](c1cccc(C)c1)[C@@H]1C(=O)N(Cc3ccccc3)C(=O)[C@@H]12,-1,1,11,-8,2,-0.1,·,-6
Cc1cc(C)cc(NC(=O)c2ccc3c(c2)CCN3S(C)(=O)=O)c1,-8,-4,-4,-6,-4,·,-1,0
COCCCNS(=O)(=O)c1cccc(S(=O)(=O)c2cccc(S(=O)(=O)NCCCOC)c2)c1,-9,28,-5,-6,0,·,-2,0
COc1ccccc1C#Cc1ccc([C@H]2[C@H](C#N)N(C(=O)C3CCC3)[C@H]2CO)cc1,31,·,2,-6,-26,-0.3,2,7
N#Cc1c(SCC(=O)N2CCOCC2)nsc1SCC(=O)N1CCOCC1,-11,3,-2,·,-3,·,·,0
CCCCOc1ccc(-c2n[nH]c(=S)n2Cc2ccccc2)cc1,5,3,1,-6,11,-0.2,1,2
CCOC(=O)c1cn(Cc2ccc(C)cc2)nn1,-2,-2,-4,·,-3,·,·,-2
O=C(Nc1cccc(C(F)(F)F)c1)C1CCN(S(=O)(=O)c2cccnc2)CC1,-7,·,-1,-6,2,·,-4,10
CC(Sc1nnnn1C)C(=O)Nc1ccccc1-c1ccccc1 (configuration not stated),-13,-2,-9,-9,7,·,-2,1
Cc1ccccc1N1CCN(C(=S)c2ccc([N+](=O)[O-])cc2)CC1,4,-11,-4,·,-8,0.2,·,-5
O=C(CNS(=O)(=O)c1ccccc1)N1CCN(C(=O)c2ccco2)CC1,-2,-2,-5,-4,6,0.1,-5,-1
COc1ccc(CNCc2ccccc2[N+](=O)[O-])cc1OC,4,-6,3,-9,5,0.3,·,1
C[C@@H]1CN([C@H](C)CO)S(=O)(=O)c2ccc(C3=CCCC3)cc2O[C@@H]1CN(C)C(=O)c1ccc(F)cc1,-9,-37[16.7 µM],2,8,9,-0.4,1,2
COc1ccc2c(c1)c1nc(SCC(C)C)n(CCO)c(=O)c1n2C,2,-5,3,-5,-5,0.1,0,-1
COC(=O)c1cn(C(=O)c2ccccc2)c2ccccc12,10,-7,·,-9,·,·,15,·
Cc1cc2cc(CNC(=O)c3ccc(S(=O)(=O)N4CCCC4)cc3)ccc2n1C,5,-9,6,-44,0,?,4,4
O=C(NNC(=O)c1ccncc1)Nc1cc(Cl)ccc1Cl,-6,5,6,-14,-1,·,0,10
CCOc1ccc(N(CC(=O)NC2CCCC2)C(=O)CCC(=O)Nc2nccs2)cc1,-4,-3,1,-10,-7,·,-3,-1
O=C(c1ccccc1F)N1CC(=O)N2[C@H](C1)[C@H](c1ccc(-c3ccc(F)cc3)cc1)[C@@H]2CO,-6,·,·,0,·,-0.4,3,·
c1ccc(CCn2nnnc2C(c2cccs2)N2CCOCC2)cc1 (configuration not stated),-5,4,-2,·,2,·,·,-6
Cc1cccc(C)c1NC(=O)C1c2cccc[n+]2CC(=O)N1Cc1ccc2c(c1)OCO2 (configuration not stated),·,2,6,-14,8,1.8,17,0
CC(C)COP(=O)(c1ccc(N(C)C)cc1)C(O)c1ccccc1F (configuration not stated),-4,34,-5,·,2,·,·,2
Cc1ccc(C)c(C2=CSC3=NS(=O)(=O)CCN23)c1,0,-3,0,·,-14,·,·,-1
O=S(=O)(Nc1cccnc1)c1ccc(Br)c2ccccc12,-5,15,66*,8,-4,·,-1,3
CN1c2ccc(-c3ccccc3F)cc2[C@@H]2[C@@H](CCN2S(=O)(=O)c2ccc(F)cc2)[C@@H]1CO,-6,14[16.7 µM],2,-15,6,0.1,·,-1
Cc1ccc(N=C2NC(=O)CS2)cc1,0,1,-3,·,4,·,·,0
Cc1nc2sc(C(c3ccccc3)N3CCN(C)CC3)c(O)n2n1 (configuration not stated),·,-3,-1,0,-8,0.1,8,2
COc1ccc(Cl)cc1C(=O)N1CCN(c2ccccn2)CC1,14,1,10,·,-7,·,·,-4
COc1cccc(NC(=O)COC(=O)c2ccccc2SCC(=O)N2CCCC2)c1,·,4,-3,-16,-7,0.0,1,3
Cc1cc(OCCOc2cccc3cccnc23)cc(C)c1Cl,2,-2,-4,·,4,·,·,2
O=C(C[C@H]1C[C@H]2c3cc(NC(=O)c4cccnc4)ccc3O[C@H]2[C@@H](CO)O1)NC1CCCC1,0,·,·,-23,·,-0.2,8,·
Cc1ccc(S(=O)(=O)Nc2ccc3c(c2)C(=O)N([C@@H](C)CO)C[C@@H](C)[C@@H](CN(C)Cc2ccncc2)OCCCC[C@@H](C)O3)cc1,2,-9[16.7 µM],1,8,3,·,-5,-4
Oc1ccc(C[C@H]2CNCCN2CC2(c3ccccc3)CC2)cc1,·,·,2,-8,6,0.1,2,3
CC1Cc2ccccc2N1C(=O)C1CC(=O)N(c2ccccc2)C1 (configuration not stated),·,·,-1,-12,0,·,-2,1
C/C=C/c1ccc([C@@H]2[C@@H](CN(CC)C(C)=O)N(C(=O)C3CCC3)[C@H]2CO)cc1,7,7[16.7 µM],-1,·,3,0.5,·,0
Cc1ccc(CNC(=O)C2CC3Cn4c(nc5cc6ccccc6cc54)C3N2C)o1 (configuration not stated),·,·,1,-39,-5,0.0,0,2
O=C(c1cc2cc(Br)ccc2oc1=O)N1CCCC1,-9,-1,-1,·,7,·,·,6
COc1cccc(NC(=O)c2cn(C)c(=O)c3cc(OC)c(OC)cc23)c1,4,5,-1,·,-2,·,·,-1
O=C(C[C@H]1CC[C@@H](NC(=O)CCN2CCCCC2)[C@H](CO)O1)Nc1ccc(-c2ccccc2)cc1,12,·,0,-8,0,0.0,-3,5
COc1ccc2c3c(cccc13)OCC2=O,-1,-1,0,·,2,·,·,-7
Cc1cc(C)cc(-n2cc(C(=O)O)c(=O)cc2C)c1,-10,-1,9,-15,0,·,11,2
COc1ccc(C#Cc2cnc3c(c2)C(=O)N([C@H](C)CO)C[C@H](C)[C@H](CN(C)S(=O)(=O)c2cn(C)cn2)O3)cc1OC,-21,-8[16.7 µM],5,-1,-4,0.5,-2,1
Clc1ccc(Nc2c3c(nc4ncnn24)CCC3)cc1,10,1,1,-24,4,·,·,-5
CCCC(=O)Nc1nc(C)c(-c2csc(Nc3ccccc3OC)n2)s1,·,-1,4,-16,-4,0.2,0,0
Cc1nn(C(=O)c2c([N+](=O)[O-])cnn2C)c(C)c1Cl,-2,2,3,·,1,·,·,-3
CCCCN1CCCCC1(C)C(=O)NCc1cccc(OC)c1 (configuration not stated),-2,3,-2,-3,10,-0.2,0,1
CCOC(=O)C1=C(C)N=c2s/c(=C\c3ccc(OCC(=O)O)cc3)c(=O)n2C1c1ccccc1OC (configuration not stated),1,7,-5,-99,6,0.1,11,-1
Cc1ccc2c(c1)nnn2C1CCN(C(=O)C23CC4CC(CC(C4)C2)C3)CC1,-5,-6,-9,·,-8,·,·,4
N#Cc1ccc(-c2ccc([C@@H]3[C@H]4CNCC(=O)N4[C@H]3CO)cc2)cc1,11,·,·,17,·,0.0,0,·
N/C(=N\S(=O)(=O)c1cccs1)c1ccccc1,-4,10,0,·,-11,·,·,-1
